Source: PubChem
MazEF act: activators of E. coli MazEF toxin-antitoxin RNase, primary screen, biochemical, fluorescence, uHTS | Endoribonuclease toxin MazF (Escherichia coli (strain K12)), P0AE70 | FAM/BHQ RNA-DNA oligo cleavage fluorescence, 5 h | activation, % at 20 µM | 350,000 tested, 0.32% active | AID 504720, 2011; in the data active = activation above about 50%
Target sequence (P0AE70 whole entry, looked up): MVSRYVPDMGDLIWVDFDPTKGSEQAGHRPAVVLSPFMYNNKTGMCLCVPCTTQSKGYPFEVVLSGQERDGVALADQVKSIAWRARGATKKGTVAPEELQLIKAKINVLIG
BoNT A protease: BoNT/A light chain protease inhibitors, primary screen, biochemical, flow cytometry, MLPCN library; Botulinum neurotoxin type A light chain protease (Clostridium botulinum A str. ATCC 3502); multiplex microsphere protease substrate cleavage; inhibition, % at 10 µM; 360,000 tested, 0.17% active; AID 588499, 2011; note: plate controls were buffer without enzyme for full effect and enzyme alone for no effect
3CLpro inhibitor: SARS-CoV 3CLpro protease inhibitors, primary screen, biochemical, quenched FRET; Replicase polyprotein 1ab (Severe acute respiratory syndrome coronavirus), P0C6X7; recombinant SARS-CoV 3CLpro, quenched FRET peptide cleavage; inhibition, % at 6 µM; 290,000 tested, 0.14% active; in the data active = inhibition above about 12%
Rv3671c protease: Rv3671c serine protease inhibitors, primary screen, biochemical, fluorescence polarization, M. tuberculosis H37Rv. P9WHR9. inhibition, % at 5.96 µM. 320,000 tested, 0.048% active. AID 2606, 2010; in the data active = inhibition above about 38%;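 note: extracellular domain of Rv3671c used as enzyme; 0% = enzyme with DMSO and 100% = no enzyme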
Target sequence (P9WHR9 whole entry, looked up, the tested form may be a part): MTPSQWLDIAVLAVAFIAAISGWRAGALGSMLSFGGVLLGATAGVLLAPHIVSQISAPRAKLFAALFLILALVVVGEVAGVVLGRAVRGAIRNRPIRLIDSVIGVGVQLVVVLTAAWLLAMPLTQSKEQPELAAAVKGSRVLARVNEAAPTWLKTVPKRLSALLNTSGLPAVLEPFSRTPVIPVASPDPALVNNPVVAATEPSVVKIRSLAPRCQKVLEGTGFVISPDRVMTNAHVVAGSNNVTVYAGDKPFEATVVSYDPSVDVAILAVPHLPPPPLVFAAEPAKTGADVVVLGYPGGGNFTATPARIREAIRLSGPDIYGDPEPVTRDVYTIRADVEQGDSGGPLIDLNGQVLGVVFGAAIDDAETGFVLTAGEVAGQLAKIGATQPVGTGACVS
PrPC TRFRET: inhibitors of human cell surface prion protein PrPC, primary screen, cell-based, TR-FRET; TR-FRET read-out; Major prion protein (Homo sapiens), P04156; inhibition, % at 13.8 µM; 370,000 tested, 0.43% active; in the data active = inhibition above about 24%; note: 0% = median of the test wells and 100% = reference compound wells
BoNT F protease: BoNT/F light chain protease inhibitors, primary screen, biochemical, flow cytometry, MLPCN library; inhibition, % at 10 µM; AID 588497, 2011; Botulinum neurotoxin type F light chain protease (Clostridium botulinum); 360,000 tested, 0.22% active; Multiplex microsphere protease cleavage assay; in the data active = inhibition above about 35%, passing the limit was not always enough; note: plate controls were buffer without enzyme for full effect and enzyme alone for no effect
Anthrax LF prot: Bacillus anthracis LF protease inhibitors, primary screen, biochemical, multiplex microsphere, MLPCN library | inhibition, % at 10 µM | multiplex microsphere protease cleavage assay | Lethal factor (Bacillus anthracis), P15917 | 360,000 tested, 0.12% active; note: plate controls were buffer without enzyme for full effect and enzyme alone for no effect
VHR inh abs: VHR1 phosphatase inhibitors, primary screen, biochemical, absorbance, uHTS. 290,000 tested, 0.52% active. recombinant VHR phosphatase, pNPP absorbance. inhibition, % at 13.3 µM. Dual specificity protein phosphatase 3 (Homo sapiens), P51452; in the data active = inhibition above about 50%; note: some compounds called inactive have numbers as strong as hits
Target sequence (P51452 whole entry, looked up): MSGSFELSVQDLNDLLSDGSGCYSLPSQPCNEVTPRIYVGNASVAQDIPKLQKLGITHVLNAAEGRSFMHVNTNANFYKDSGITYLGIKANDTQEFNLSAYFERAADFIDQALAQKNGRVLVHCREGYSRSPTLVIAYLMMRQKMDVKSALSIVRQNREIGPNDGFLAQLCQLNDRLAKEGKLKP
CCHFV vOTU inh: CCHFV vOTU protease inhibitors, primary screen, biochemical, Pep-AMC substrate, fluorescence; Crimean-Congo hemorrhagic fever virus L polyprotein viral ovarian tumor (vOTU) protease …; inhibition, % at 11.5 µM; 370,000 tested, 0.55% active; AID 651958, 2012; in the data active = inhibition above about 30%; note: 0% = vehicle wells with enzyme and 100% = no enzyme wells
SSB-PriA inh: inhibitors of Klebsiella pneumoniae PriA binding to SSB C-terminal tail, primary screen, biochemical, AlphaScreen; PriA–SSB C-terminal tail interaction (Klebsiella pneumoniae); AlphaScreen SSBct-PriA binding, biotinylated peptide; inhibition, % at 33 µM; 430,000 tested, 0.6% active; AID 1272365, 2023; in the data active = inhibition mostly above about 37%, no sharp cut-off; inactive = mostly below about 20%;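 note: plate controls were negative control peptide for no effect and reference peptide for full effect; strong numbers were not always called active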
Starred values were filed as active, the others as inactive; . = no result given. Cut-off read from the data, not from the text of the source, unless noted: active = inhibition above about 30%; inconclusive = no clear call, values can overlap the other calls; inactive = below that.

smiles	MazEF act	BoNT A protease	3CLpro inhibitor	Rv3671c protease	PrPC TRFRET	BoNT F protease	Anthrax LF prot	VHR inh abs	CCHFV vOTU inh	SSB-PriA inh
Cc1cc(NC(=O)CCC(=O)NNC(=O)c2ccc(C(C)(C)C)cc2)no1	0	-1.1	-1	0	-2	0	-4	4	2	-12
COc1ccccc1C(=O)NC(=O)COC(=O)c1ccc([N+](=O)[O-])cc1Cl	8	1.4	.	8	-6	-8	-4	.	-9	-6
CCn1cc(C(=O)N2CCN(c3ccc(OC)cc3)CC2)c(=O)c2cc(S(=O)(=O)N3CCCCC3)ccc21	6	-1.2	1	-10	8	-3	-1	18	-3	6
Cc1ccccc1NC(=S)Nc1cccc2cnccc12	-1	-0.3	8	-3	3	-6	0	22	10	13
CCCCCCN1C[C@@H](O)[C@H](n2cc(C3CC3)nn2)C[C@@H]1c1ccc(Cl)cc1	2	-0.5	.	.	-3	-5	-4	.	19	.
Cc1nc(SCc2nc3ccccc3[nH]2)c2oc3cc(Br)ccc3c2n1	-54	0.0	.	-23	-4	6	4	.	2	6
COCCN(C(=O)COC(=O)CNC(=O)c1ccc(C)cc1)c1c(N)n(Cc2ccccc2)c(=O)[nH]c1=O	-4	-0.6	.	.	1	-15	-1	.	-12	-8
CCN(C(=O)COC(=O)/C=C/c1ccco1)c1c(N)n(Cc2ccccc2)c(=O)[nH]c1=O	6	-4.1	.	-1	-13	-9	-2	.	19	7
O=C(CC1Sc2ccccc2NC1=O)OCc1cc(=O)oc2cc(O)ccc12 (centres undefined)	8	-0.8	-2	-25	-2	-5	0	2	-18	-6
CCN1C(=O)[C@H]2[C@H]3CN=C(SCc4ccc(Cl)cc4)N3[C@@](C)(C(=O)OC)[C@H]2C1=O	0	0.2	.	.	-6	-6	6	.	0	-18
Cc1cc2c(c(C)c1CCO[C@@H]1O[C@H](CO)[C@@H](O)[C@H](O)[C@H]1O)C(=O)[C@@H](C)[C@@H]2O	-3	0.1	.	0	4	-7	-2	.	13	-5
Cc1cccc(C)c1OCCN1C(=O)NC(C)(c2ccccc2)C1=O (centres undefined)	0	-0.2	6	1	-4	1	0	3	3	-3
O=C(NC(=S)NCc1cccnc1)c1ccccc1[N+](=O)[O-]	2	-1.7	-2	1	0	-9	0	-4	6	13
CC1=NNC(=O)C1CC(=O)N/N=C/C(C)=C/c1ccccc1 (centres undefined)	11	0.7	2	-2	-2	2	0	39	0	.
Cc1c(CC(=O)O)c(=O)oc2cc(OCc3ccc(F)cc3F)ccc12	2	0.1	3	-5	9	3	-15	14	-70	-8
COC(=O)c1ccc(CNC(=O)CSc2nnc(COc3ccccc3)n2C)o1	7	-0.3	-3	-4	6	-3	-9	10	5	-8
Cc1cnccc1CN(C)C(=O)C1CCC(=O)N(Cc2ccccc2F)C1 (centres undefined)	-52	-0.3	0	-6	-1	0	-2	4	16	-1
CCN(CC)S(=O)(=O)c1ccc(-c2nnc(SCC(=O)N3CCc4ccccc43)o2)cc1	-7	-0.3	.	-5	2	-2	1	-5	-14	-15
Cc1ccccc1NC(=S)NC(C)CCc1ccccc1 (centres undefined)	-1	0.3	-2	1	7	-2	-2	30	21	2
Cc1ccsc1C(=O)N1CCC1(C)C(=O)NS(=O)(=O)c1ccc(C#N)cc1 (centres undefined)	.	-0.3	.	.	-9	2	-4	.	-3	.
O=C(Nc1ccccc1)/C(=C/c1ccc(O)cc1)NC(=O)c1ccco1	3	-5.7	-7	2	-15	-20	4	22	6	-10
O=C(NCCCNC(=O)c1ccco1)c1ccc(Cl)cc1	5	-1.8	-2	-5	-1	-15	4	-7	-2	-4
CCCCNC(=O)CN1CCN(Cc2ccc3cc(OC)ccc3c2)CC1	2	-3.1	-5	-2	-11	-17	0	26	-2	4
Cc1cc(C)c2nc(C)cc(Nc3ccc(C(=O)N(C)C)cc3)c2c1	11	.	5	6	.	.	.	8	.	-2
CCOc1cc2nc(-c3ccc(OC)c(OC)c3)nc(NCCCN3CCOCC3)c2cc1OC	5	-1.5	-3	-7	-10	-14	-6	3	-1	-1
COc1ccccc1/C=C/C=N/NC(=O)c1ccc(=O)n(C)c1	7	-0.3	6	1	-10	0	2	21	15	.
N#CCC(=O)Nc1ccc(C(=O)OCC(=O)NC(=O)Cc2ccccc2)cc1	-2	3.5	.	-1	10	10	7	.	-8	-3
Cc1ccc(-n2ncc3c(NCc4ccccn4)ncnc32)c(C)c1	-7	-0.6	2	1	8	-19	-4	24	9	6
CC(C)C[C@@H](CN1CCC[C@H]1CN1C(=O)C(=O)NC[C@@H]1Cc1ccc(O)cc1)N1C[C@H](Cc2ccc(O)cc2)N(CCc2ccccc2)C(=O)C1=O	.	-0.5	.	.	0	-7	5	.	12	.
CN1C(=O)C(C)(C)c2cc(S(=O)(=O)NCCc3ccc(Cl)cc3)ccc21	6	-0.1	0	5	-7	4	-1	17	9	1
C1=C(CCNc2ncnc3c2[nH]c2ccccc23)CCCC1	13	2.1	1	23	40*	-6	-1	12	6	26
COc1ccc(C(=O)COC(=O)c2sc(C)nc2C)cc1F	7	0.8	.	-3	1	5	-1	.	-14	-17
O=C(NC(=S)Nc1cccc(NC(=S)NC(=O)c2ccco2)n1)c1ccco1	-31	-0.5	-6	3	-2	4	-8	-12	-1	3
CC(C)CN1CCC(=O)N([C@H](CO)c2ccccc2)CC1	4	.	-3	0	1	.	.	17	15	-10
CC1=C(C(=O)N(C)C)CC(CC(=O)NC2CCCC2)C(=O)N1CCC1=CCCCC1 (centres undefined)	9	0.1	.	.	1	-6	-4	.	2	.
COc1ccc(NC(=O)NS(=O)(=O)c2ccc(C)cc2)cn1	-60	2.2	-9	.	6	17	4	10	-15	6
Cc1ccc(C(=O)N[C@H](C(=O)Nc2ccc(N3CCOCC3)cc2)C(C)C)cc1	4	1.8	.	.	6	-5	-2	.	2	-3
CC(=O)Oc1ccc2ccccc2c1C(NC(=O)Cc1ccccc1)c1ccccc1 (centres undefined)	-10	0.6	-7	-1	13	6	0	-14	-6	15
O=S(=O)(Nc1ccc(NS(=O)(=O)c2ccccc2)cc1)c1ccccc1	4	-0.3	.	.	2	-7	-10	.	-9	.
CC(=O)Nc1nnc(SCc2ccc(C(=O)Nc3ccccc3F)cc2)s1	6	-0.8	1	-15	-4	-2	-2	15	-12	-12
O=C(NCC(c1cccnc1)N1CCN(c2ccccc2F)CC1)Oc1ccccc1 (centres undefined)	-1	0.3	2	3	-1	-4	-2	-12	4	1
CN1CCN(c2ccc(NC(=O)c3cc([N+](=O)[O-])ccc3N3CCOCC3)cc2)CC1	-3	1.7	0	0	-27	-17	-3	37	26	-4
CCOC(=O)C1=C(O)/C(=C\c2ccc(OC)c(OC)c2)N=C1C	-7	1.4	-8	1	2	4	4	19	9	-7
Cc1nnc2ccc(-c3ccc(NC(=O)Cc4cccs4)cc3)nn12	8	-0.9	3	-1	-23	-2	1	13	12	6
O=C(COC(=O)c1ccccc1O)NCc1ccco1	0	0.2	.	1	6	6	4	.	5	-8
O=C(CCn1c(=O)c2cccn2c2ccccc21)Nc1ccc(F)cc1	11	-4.1	-5	-17	2	-4	-4	36	8	3
COc1ccccc1NC(=O)c1cc2n(n1)C(C(F)(F)F)CC(c1ccc3c(c1)OCO3)N2 (centres undefined)	-3	0.4	-2	-3	6	1	-10	-5	-1	-9
O=C(CN1CCCCC1)Nc1nnc(-c2ccc([N+](=O)[O-])cc2)s1	2	.	-1	2	-53	.	.	1	15	-19
Cc1occc1C(=O)N/N=C/c1ccc(Cl)c([N+](=O)[O-])c1	8	-0.7	-4	-3	-39	-4	1	13	4	.
O=C1CC(N(O)c2ccccc2)C(=O)N1c1cc(Cl)cc(Cl)c1 (centres undefined)	7	-0.6	5	25	-4	13	0	8	9	0
COc1cccc(NC(=O)COC(=O)c2c(C)nn(-c3ccccc3)c2C)c1	3	0.2	.	-27	10	-5	-3	.	7	-4
Nc1nc(N)nc(-c2cc(Cl)ccc2Cl)n1	-11	-0.3	.	-6	-8	-3	-1	.	9	-7
Cc1ccc(NC(=S)N2CCN(S(=O)(=O)c3ccccc3)CC2)cc1C	0	0.3	-2	.	-3	16	-4	15	-7	4
COc1ccc(S(=O)(=O)N2CCCCC2)cc1NC(=O)C1CCCO1 (centres undefined)	5	-1.1	0	7	5	-4	-6	6	15	9
COC(=O)c1[nH]c2ccc(Br)cc2c1NC(=O)Oc1ccccc1	7	-0.5	-1	3	-7	2	-1	23	9	16
CCOC(=O)C1(C)CCCN(C(=O)c2cccc(OC(F)(F)F)c2)C1 (centres undefined)	.	0.1	.	.	5	1	-4	.	-5	.
Cc1cc(C(F)(F)F)nn1C(=O)c1cccnc1Cl	-7	0.4	-2	6	-2	7	3	9	-9	-12
CCN1CCN(C(=O)Cn2ncc3c([nH]c4ccc(C)cc43)c2=O)CC1	3	-0.6	0	-6	1	-3	-2	6	-12	-9
O=C(c1ccccc1)N1CCN(c2ccccc2)CC1	4	-0.5	.	.	0	-6	0	.	-6	-5
CN(C(=O)CSc1cc(C(=O)c2nccn2C)c2ccccc2n1)c1ccccc1	2	0.6	-1	-2	89*	1	2	17	24	5

Full records, quoted from the list. Values in the order: MazEF act | BoNT A protease | 3CLpro inhibitor | Rv3671c protease | PrPC TRFRET | BoNT F protease | Anthrax LF prot | VHR inh abs | CCHFV vOTU inh | SSB-PriA inh
Shown for C1=C(CCNc2ncnc3c2[nH]c2ccccc23)CCCC1 = 13 | 2.1 | 1 | 23 | 40* | -6 | -1 | 12 | 6 | 26
Shown for O=S(=O)(Nc1ccc(NS(=O)(=O)c2ccccc2)cc1)c1ccccc1 = 4 | -0.3 | . | . | 2 | -7 | -10 | . | -9 | .

The list continues:
smiles	MazEF act	BoNT A protease	3CLpro inhibitor	Rv3671c protease	PrPC TRFRET	BoNT F protease	Anthrax LF prot	VHR inh abs	CCHFV vOTU inh	SSB-PriA inh
Cn1cc(CN2CCC(C(O)CCc3ccccc3)CC2)c(-c2ccccc2F)n1 (centres undefined)	-1	0.3	5	-10	-2	4	-1	13	-4	-12
O=C(NCc1n[nH]c(=O)c2ccccc12)C1CC(=O)N(c2ccc(Cl)cc2)C1 (centres undefined)	5	-0.3	.	3	10	7	2	.	5	-5
CCCN1C(=O)c2cc(C(=O)Nc3ccc(OC)cc3OC)ccc2C1Nc1ccc(OC)cc1OC (centres undefined)	0	0.1	1	6	-4	-6	-2	-6	7	48
O=c1[nH]c(=O)n(Cc2ccc(Oc3ccccc3)cc2)cc1Br	.	1.9	-1	0	7	24	7	2	13	.
CC(C)(C)N=C(NS(=O)(=O)c1cccs1)c1ccccc1	4	-1.2	4	.	4	-1	-2	13	-4	5
CCn1cc(Br)c(C(=O)Nc2sc3c(c2C(N)=O)CCCC3)n1	-19	-1.8	-2	-8	.	-1	0	-7	.	-11
CN(C)CCN1CCc2ccccc21	7	1.8	-1	1	1	-114	-24	-17	0	25
COc1ccnc(Nc2cccc(C)c2)c1C#N	11	0.3	-5	-10	5	2	-3	4	-1	-12

Only part of the results is shown; count on the stated rates, not on these rows.
